GAA inhib = inhibitors of human lysosomal alpha-glucosidase | P10253 | purified human GAA, 4-MU-alpha-glucoside fluorescence | Potency, µM (top dose mostly 76.9 µM), inactives show top-dose activity change, negative = inhibition, actives largely listed as inhibitors | 200,000 compounds, 0.005% hits;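 note: potency is the fitted concentration of half-maximal effect; plate controls were uninhibited enzyme wells for no effect and no-enzyme background for full effect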
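qHTS format, compound range up to 77 uM. Human lysosomal enzyme at 4 nM, 400 uM 4-MU glucoside substrate, pH 5.0, 20 min room temperature; fluorescence after alkaline stop gives activity normalized to controls.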
aGlu spleen mod = inhibitors or activators of human alpha-glucosidase in spleen homogenate | P10253 | human spleen homogenate, 4-MU-alpha-glucoside fluorescence | Potency, µM (highest dose often 79.9 µM), for the others: at the top dose activity change, negative = inhibition, hits mostly inhibitors | 240,000 compounds, 0.006% hits | AID 2112;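 note: potency is the fitted concentration of half-maximal effect; 0% = enzyme with vehicle and -100% = no enzyme basal signal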
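Compounds were titrated against alpha-glucosidase in spleen homogenate at pH 5.0, with 1 mM 4-methylumbelliferyl substrate for 40 min at 37 C. Reactions were quenched with pH 10 NaOH/glycine and fluorescence measured.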
CBFb-RUNX1 inh = CBF-beta/RUNX1 interaction disruption | Q01196+Q13951 | AlphaScreen CBFb-His/RUNX1-biotin binding, biochemical | Potency, µM (doses to about 59.8 µM), for inactives: top-dose activity, negative = inhibition, hits mostly inhibitors | 230,000 tested, under 10 active | AID 1477; note: % of control where 0% means no effect
Target sequence (Q01196 whole entry, looked up): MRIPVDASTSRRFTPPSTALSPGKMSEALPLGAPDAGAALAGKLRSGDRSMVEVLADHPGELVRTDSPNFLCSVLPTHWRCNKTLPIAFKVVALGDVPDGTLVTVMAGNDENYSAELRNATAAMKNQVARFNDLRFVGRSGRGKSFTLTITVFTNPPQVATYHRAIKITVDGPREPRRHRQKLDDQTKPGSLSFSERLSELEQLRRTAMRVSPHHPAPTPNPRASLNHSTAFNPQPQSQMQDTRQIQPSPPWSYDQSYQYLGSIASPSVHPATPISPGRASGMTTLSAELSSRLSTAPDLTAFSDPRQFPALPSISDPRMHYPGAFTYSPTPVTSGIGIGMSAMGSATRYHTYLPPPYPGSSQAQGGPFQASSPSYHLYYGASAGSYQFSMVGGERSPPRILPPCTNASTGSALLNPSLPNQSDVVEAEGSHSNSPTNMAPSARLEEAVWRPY
Target sequence (Q13951 whole entry, looked up): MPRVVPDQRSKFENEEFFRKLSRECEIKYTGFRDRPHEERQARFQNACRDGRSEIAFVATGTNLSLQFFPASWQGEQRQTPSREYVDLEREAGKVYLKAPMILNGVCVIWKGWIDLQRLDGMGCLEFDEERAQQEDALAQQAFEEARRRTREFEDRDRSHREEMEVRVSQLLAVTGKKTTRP
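Interaction loss through any mechanism counts as activity. Pre-formed complex of His-CBF-beta and biotin-RUNX1 (30 nM apiece) is incubated with compound 15 min, then with 50 ng nickel and 50 ng streptavidin beads for 90 min before AlphaScreen detection.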
HTT aggregate = mutant huntingtin aggregation inhibition. PC12 HttQ103-GFP aggregates, Acumen cytometry, 40 h. Potency, µM (series often up to 46.1 µM), without a hit: top-dose activity change, negative = inhibition, hits mostly inhibitors. 220,000 compounds, 1.1% hits; note: potency is the fitted concentration of half-maximal effect; % is set by controls: 0 for no effect and ±100 for the full control effect; nearly all actives have a fitted effect of over 60% in size
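Compounds (qHTS titration) were added to PC12 cells expressing an ecdysone-driven HTT exon 1 Q103–GFP fusion after induction with 100 nM tebufenozide. Aggregate formation was measured as GFP objects in cell lysates.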
GAA glycogen = alters human alpha-glucosidase cleavage of glycogen | P10253 | recombinant GAA, glycogen substrate, Amplex Red glucose oxidase fluorescence | Potency, µM (series often up to 76.4 µM), for inactives: at the top dose activity change, negative = inhibition, hits mostly inhibitors | 300,000 compounds, 0.38% hits;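 note: potency is the fitted concentration of half-maximal effect; 0% = full enzyme reaction and -100% = no-enzyme basal signal; the screen sought inhibitors and activators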
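Recombinant human alpha-glucosidase (4 nM final) hydrolysed bovine liver glycogen (30 ug) for 40 min at 37 C in pH 5.0 citrate/phosphate with 0.01% Tween-20. Released glucose detected by glucose oxidase/Amplex Red, Ex 573/Em 610 nm. Compounds up to 77 uM; AC50 from Hill fits.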
LMNA splice mod = changes lamin A minigene splicing in HeLa cells | HeLa LMNA splicing GFP/RFP minigene ratio, 48 h | Potency, µM (top dose mostly 46.1 µM), for inactives: at the top dose ratio change, negative = inhibition, most hits filed as inhibitors | 200,000 compounds, 0.01% hits | AID 1487; active = well fitted inhibition curve with a large enough effect in the signal ratio, with a control signal flat, not every such curve was filed as active; inconclusive = small, poorly fitted or top-dose-only effect, or effect the other way, or a change in a side signal; the % refers to the signal ratio; note: potency is the fitted concentration of half-maximal effect; % is set by controls: 0 for no effect and ±100 for the full control effect
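S3 HeLa cells stably expressing lamin A-EGFP splicing minigene plus DsRed2, 600 cells/well, 48 h compound exposure at 37C. Laser-scanning cytometry; analysed as GFP (500-530 nm)/RFP (575-640 nm) total intensity ratio; 0.5% DMSO vehicle.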
HTT ATP protect = cytoprotection in Huntington HTT-Q103 PC12 cell model | 230,000 compounds, 0.14% hits | PC12 HTT-Q103 induced, cytoprotection, ATP luminescence, 40 h | AID 1471 | Potency, µM (doses to about 56.4 µM), inactives show cytoprotection (ATP increase), most hits filed as activators;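 note: potency is the fitted concentration of half-maximal effect; % of control where 0% means no effect; nearly all actives have a fitted effect of over 45% in size; toxic huntingtin expression switched on by the ecdysone agonist tebufenozide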
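Compounds added alongside 100 nM tebufenozide, which induces toxic Q103 huntingtin exon 1-GFP in stable PC12 cells; surviving cells quantified by luminescent ATP measurement. Medium: phenol red-free DMEM, 5% equine and 5% calf serum.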
An asterisk follows results filed as active; ? = inconclusive; · = no result given; [ ] = another dose, or the depositor's remark. Unless noted, calls come from the whole dose curve; as a rule, active = well fitted curve in the direction sought with a large enough effect; inconclusive = small, poorly fitted or top-dose-only effect, or another doubt; inactive = no such curve, though single readings can be large; an effect the other way counts as inactive or inconclusive. An unsorted share of the library, and some 1.5% of all compounds hit somewhere here.

Results follow in this order: GAA inhib, aGlu spleen mod, CBFb-RUNX1 inh, HTT aggregate, GAA glycogen, LMNA splice mod, HTT ATP protect
- Cc1ccc(C2CCN(C(=S)Nc3cccc(Cl)c3)C2)cc1 (centres undefined)
 : 0%, 4%, 10%, ?, -1%, ·, -98%[inhibitor]
- Cn1c(-c2ccccc2)c[n+]2c1CCCCC2
 : 5%, 9%, 0%, 15%, 2%, ·, -45%[inhibitor]
- O=C(CSc1nc2ccccc2c(=O)n1-c1ccccc1)N1CCN(CCO)CC1
 : -1%, -2%, 4%, 12%, 9%, 12%, 4%
- CCOc1ccc(S(=O)(=O)Nc2cccc(C)c2)c2cccnc12
 : -12%, 3%, 9%, 2%, -7%[76.3 µM], ?, 8%
- CS(=O)(=O)N(CCc1ccccc1)CC(=O)NCc1ccccc1Cl
 : 0%, 10%, -7%, 22%, 14%, ·, -28%
- Cc1ccc(-n2nc(C)c(C(C)(O)C(F)(F)F)c2N)cc1 (centres undefined)
 : 5%, -2%, 8%, -5%, 5%, 0%, 34%[10 µM]
- COc1cc(CC(=O)N2CCc3ccccc32)cc(OC)c1OC
 : 3%, 0%, 1%, -24%, 4%, ?, -2%[10 µM]
- Cc1ccc(-n2c(O)c(C=Nc3ccccc3-c3n[nH]c(=S)[nH]c3=O)c3ccccc3c2=O)cc1C
 : 1%, -1%, -1%, 5%, -4%, ·, ·
- CCOC(=O)c1sc(NC(=O)CSc2n[nH]c(CC)n2)nc1C
 : ?, -24%, 7%, 3%[9.22 µM], -9%, 5%[46 µM], 2%[10 µM]
- CCN(CC)S(=O)(=O)c1ccc(NC(=O)COc2nc3ccccc3nc2N2CCOCC2)cc1
 : -14%, 7%, 4%, -3%, -8%, -5%, 2%[10 µM]
- O=C(CN1C(=O)c2cccc3cccc(c23)C1=O)NCCN1CCOCC1
 : 4%, 9%, -3%, -28%, 5%, ·, -31%
- COCCn1nnnc1CN1CCC(NC(=O)Nc2cccc(OC)c2)CC1
 : -2%, 12%, 4%, -3%, 7%, 2%, -10%[10 µM]
- O=c1c2cnn(-c3ccccc3)c2nnn1Cc1ccccn1
 : 1%, -7%, -4%, -11%, 2%, ?, 2%[10 µM]
- Clc1cccc(-c2ccc(CNCCCN3CCOCC3)o2)c1
 : -9%, -4%, 6%, 12%, 4%, ·, -23%
- CN(C)c1nc(OCCNC(=O)Nc2ccccc2)nc(N(C)C)n1
 : -13%, 4%, 10%, -11%, 3%, -6%, 11%

Of the compounds above, 2 have an aryl methoxy group:
Results follow in this order: GAA inhib, aGlu spleen mod, CBFb-RUNX1 inh, HTT aggregate, GAA glycogen, LMNA splice mod, HTT ATP protect
- COc1cc(CC(=O)N2CCc3ccccc32)cc(OC)c1OC
 : 3%, 0%, 1%, -24%, 4%, ?, -2%[10 µM]
- COCCn1nnnc1CN1CCC(NC(=O)Nc2cccc(OC)c2)CC1
 : -2%, 12%, 4%, -3%, 7%, 2%, -10%[10 µM]

Random excerpt: 2 entries already listed
Results follow in this order: GAA inhib, aGlu spleen mod, CBFb-RUNX1 inh, HTT aggregate, GAA glycogen, LMNA splice mod, HTT ATP protect
- O=C(CN1C(=O)c2cccc3cccc(c23)C1=O)NCCN1CCOCC1
 : 4%, 9%, -3%, -28%, 5%, ·, -31%
- Cc1ccc(-n2c(O)c(C=Nc3ccccc3-c3n[nH]c(=S)[nH]c3=O)c3ccccc3c2=O)cc1C
 : 1%, -1%, -1%, 5%, -4%, ·, ·

The list goes on:
Results follow in this order: GAA inhib, aGlu spleen mod, CBFb-RUNX1 inh, HTT aggregate, GAA glycogen, LMNA splice mod, HTT ATP protect
- CCc1c(C)[nH]c2c1C(=O)[C@H](CN1CCOCC1)CC2
 : ·, 5%[29.1 µM], -9%[21.7 µM], 9%[20.6 µM], ·, ?, -2%[40.3 µM]
- CSc1ccc(/C=C(/NC(=O)c2ccccc2)C(=O)N2CCN(C)CC2)cc1
 : 0%, ·, 15%, -9%, 5%, ·, -16%
- O=C(NCc1ccccc1)c1c(O)c2cccc3c2n(c1=O)CCC3
 : -8%, -1%, 4%, ?, -2%, 5%, -5%[10 µM]
- Cc1ccc(CNC(=O)[C@H](C)[C@@H]2C[C@@]2(C)[C@@H](NC(=O)OCc2ccccc2)c2ccccc2)o1
 : ·, 3%, 0%, ·, ·, ·, -2%
- NS(=O)(=O)c1ccc(CCNC(=O)CSCc2ccccc2)cc1
 : 1%, 0%, -2%, -15%, 6%, ·, ?
- Nc1nc(N2CCN(c3cccc(Cl)c3)CC2)n[nH]1
 : 4%, 9%, 13%, 23%, ?, -9%[46 µM], -14%[10 µM]
- CSC(=NS(=O)(=O)c1ccc(C)cc1)SC
 : -4%, -8%, 2%, ?, -1%, 13%, 3%
- O=C(N/N=C1/C[C@@H](O)[C@@H](O)[C@@H]2[C@@H]3C(=O)N(Cc4ccc5c(c4)OCO5)C(=O)[C@H]3CC[C@@H]12)OCc1ccccc1
 : ·, -4%[17.4 µM], 14%[13.1 µM], ·, ·, ·, -20%[10 µM]
- Cc1cc(N2CCCC(C(=O)Nc3cccc(Cl)c3)C2)n2ncnc2n1 (centres undefined)
 : -14%, -9%, 14%, 4%[9.22 µM], -8%, -2%[46 µM], 1%[10 µM]
- CCOc1ccc(OCC)c(NC(=O)C2CCN(S(=O)(=O)c3c(C)noc3C)CC2)c1
 : -19%, -7%, -5%, 26%, 7%, 1%, 1%[10 µM]
- Cc1nc2c(oc3ccccc32)c(=O)o1
 : -1%, -2%, 2%, -4%, 6%, 11%, -2%[10 µM]
- Cc1ccc(NC(=O)COc2ncnc3ccccc23)cc1S(=O)(=O)N1CCOCC1
 : -4%, 3%, 3%, -3%, -7%, ?, ·
- Brc1ccccc1-c1nnc(CSc2nnc3sc4ccccc4n23)o1
 : 4%, -9%, -3%, 16%, 6%, 1%, -36%
- CN(C)S(=O)(=O)c1ccc(NC(=S)NC(=O)c2cccs2)cc1
 : ?, -7%, 1%, 16%, -15%, ·, -101%[inhibitor]
- Cc1csc(NC(=O)CSc2nncc(=O)n2N)n1
 : -5%, -6%, -7%, 18%, -7%, ·, 14%[10 µM]

Remaining list, next part.
Results follow in this order: GAA inhib, aGlu spleen mod, CBFb-RUNX1 inh, HTT aggregate, GAA glycogen, LMNA splice mod, HTT ATP protect
- CCOc1ccc(OCCCCN2CCCC2)cc1
 : -4%, -5%, 7%, 4%, -1%, 4%, 4%
- O=C(CN1C(=O)CC(c2ccccc2)S(=O)(=O)c2ccccc21)N1CCCC1 (centres undefined)
 : 4%, 8%, -7%, 5%, 0%, ·, -11%
- CCOc1cc(S(=O)(=O)Nc2ccc(Cl)cn2)ccc1Cl
 : -1%, -5%, 1%, -18%, -1%, -4%, 11%[10 µM]
- O=C1CCCc2nc3c(cc21)C(O)Oc1ccccc1-3 (centres undefined)
 : -10%, -9%, 4%, -2%, -18%, ·, -55%[inhibitor]
- CC1CC(Nc2ccccc2)=CC(=O)O1 (centres undefined)
 : -1%, 9%, -2%, -6%, -24%, -4%, -21%
- COCC(=O)c1[nH]c2ccccc2c1C
 : 3%, -1%, 0%, -12%, 2%, 1%, -4%[0.074 µM]
- C=CCNc1oc(-c2cccs2)nc1C#N
 : ?, 8%, 6%, -20%, ?, -13%, 0%
- Cc1ccc(-n2c(-c3ccccc3)c[n+]3c2CCC3)cc1
 : 5%, 6%, -4%, 8.9µM*, 25%, ·, -37%[inhibitor]
- CCO[C@H]1OC(C(=O)NCc2ccccc2)=C[C@@H](C2CC2)[C@@H]1CCCO
 : ·, 6%, 2%, 3%[9.22 µM], 4%, ·, -4%[10 µM]
- CCCC(CCC)C(=O)Nc1cccc(C(=O)O)c1
 : 4%, 11%, 0%, 0%, -2%, -3%, 1%
- COc1cc2c(C(=O)N3CCN(c4ccccc4C)CC3)c(C)oc2cc1Br
 : -4%, -5%, -2%, ?, 1%, ?, -18%
- Cc1ccc(NC(=O)CC(NCCN2CCOCC2)C(=O)O)cc1Cl (centres undefined)
 : 13%, 7%, 0%, -5%, 7%, -7%, 2%
- Cc1ccc2c(c1)C(c1ccccc1)CC(=O)O2 (centres undefined)
 : ·, -4%, 12%, 0%[9.22 µM], -1%, ·, 17%[10 µM]
- CCOC(=O)C1CCN(C(=O)Nc2ccc(C)c(Cl)c2)CC1
 : ·, -14%, 6%, -1%[9.22 µM], 1%, ·, 13%[10 µM]
- Cc1cccc(CC2S/C(=N/c3ccccn3)NC2=O)c1 (centres undefined)
 : -3%, -3%, 2%, -4%, 2%, -12%, 22%[10 µM]

Part of the list above in order of heavy-atom count, descending:
Results follow in this order: GAA inhib, aGlu spleen mod, CBFb-RUNX1 inh, HTT aggregate, GAA glycogen, LMNA splice mod, HTT ATP protect
- Cc1ccc(NC(=O)CC(NCCN2CCOCC2)C(=O)O)cc1Cl (centres undefined)
 : 13%, 7%, 0%, -5%, 7%, -7%, 2%
- Cc1ccc(-n2c(-c3ccccc3)c[n+]3c2CCC3)cc1
 : 5%, 6%, -4%, 8.9µM*, 25%, ·, -37%[inhibitor]
- O=C1CCCc2nc3c(cc21)C(O)Oc1ccccc1-3 (centres undefined)
 : -10%, -9%, 4%, -2%, -18%, ·, -55%[inhibitor]

(continued)
Results follow in this order: GAA inhib, aGlu spleen mod, CBFb-RUNX1 inh, HTT aggregate, GAA glycogen, LMNA splice mod, HTT ATP protect
- CCOc1cc(C)c(Cl)cc1S(=O)(=O)n1nnc2ccccc21
 : -6%, -17%, 3%, -8%, -4%, 3%, 6%[0.074 µM]
- CC(C)C(=O)NC(=S)Nc1nnn(C)n1
 : 0%, -8%, -3%, -3%, -2%, 3%, -7%[0.074 µM]
- C[C@H]1C(=O)N(C)CCN1Cc1cn(C)nc1-c1ccc(Oc2ccccc2)cc1
 : -3%, -7%, 5%, 3%[9.22 µM], 13%, ·, 14%[10 µM]
- c1ccc(CSC2=NNC(c3ccccn3)S2)cc1 (centres undefined)
 : ·, 2%, ?, 7%[9.22 µM], 10%, ·, -44%[10 µM]
- O=C(O)C1CC(=O)N(Cc2cccs2)C1 (centres undefined)
 : 2%, -2%, 5%, 10%, 8%, 3%, 16%
- CCOc1ccccc1-n1c(SCC(=O)N(CC)CC)nnc1-c1ccccn1
 : -10%, -8%, -1%, -4%, 6%, 5%, 19%
- CCN(CC)CCCNC(=O)CCC(=O)Nc1ccc2nc(N3CCCCC3)cc(C)c2c1
 : ?, ?, 2%, 8%, -5%, ·, -3%

From PubChem
